V-ATPase pHluor = alters yeast V-ATPase proton transport; S. cerevisiae, pHLuorin cytosolic pH fluorescence; response, % at 10 µM; 350,000 compounds, 0.37% hits; AID 504577; in the data active means response mostly above about 7.3%, no sharp cut-off; inactive means mostly below about 5.4%; further: actives read high; inactives centre near 0; some compounds called inactive have numbers as strong as hits; reference of the scale not given here
CAL PDZ FP-1 = human CAL PDZ-peptide interaction inhibition. purified CAL PDZ, TMR-peptide fluorescence polarization, 1 h. inhibition, % at 20 µM. Q9HD26. AID 504414. 330,000 compounds, 0.02% hits;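 active means highest replicate inhibition of at least 40%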;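 further: plate controls were DMSO neutral control wells for no effect and unlabeled competitor peptide control wells for full effect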
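Assay system – tagged CAL PDZ protein CerCALP, purified · Timing – 1 h at RT · Compound – single point, 20 µM · Measured by – fluorescence polarization from S- and P-plane intensities, G-factor corrected · Evaluation – inhibition from polarization loss · Probe or stimulus – TMR reporter peptide T*-PRC34 · Buffer or medium – pH 7.4 phosphate-saline buffer, reducing agent, detergent, IgG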
LANA DNA inh = inhibitors of KSHV LANA C-terminal domain DNA binding. MBP-C-LANA/FAM-LBS DNA binding, fluorescence polarization. inhibition, % at 9 µM. 340,000 compounds, 0.078% hits. AID 504423;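 active means highest replicate inhibition at or above 60% at 9 µM, even if other replicates fall short; inactive means all replicates below 60% inhibition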;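 further: 0% = neutral control wells and 100% = 4 µM acridine orange control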
NSD2 inh = NSD2 (human) methyltransferase inhibition; AID 743445; 310,000 compounds, 0.54% hits; inhibition, % at 12.5 µM; NSD2 peptide methylation, AlphaScreen, 120 min; O96028; in the data active means inhibition above about 50%
CAL PDZ FP-2 = blocks peptide binding to the human CAL PDZ domain; Q9HD26; purified CAL PDZ, TMR-peptide fluorescence polarization, 1 h; inhibition, % at 24.9 µM; 300,000 compounds, 0.92% hits; AID 602252;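 active means mean inhibition of at least 30% with at least half of replicates also reaching 30%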;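 further: 0% = DMSO neutral control and 100% = excess unlabeled competitor peptide PRC23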
Pemphigus Ab inh = blocks pemphigus antibody binding to human desmoglein-3; 310,000 compounds, 0.48% hits; DSG3-coupled beads, scFv-anti-DSG3-GFP binding, flow cytometry; active compounds read low; binding (percent of control), % at 10 µM;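 active means binding more than 3 SD below its plate's average and above zero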;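 further: hits lower antibody fragment binding to DSG3; some compounds called inactive have numbers as strong as hits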
DAGLB inh = diacylglycerol lipase beta (human) inhibition; Q8NCG7; inhibition, % at 5.17 µM; HEK293T DAGLB membrane lysate, EnzChek fluorogenic substrate; 340,000 compounds, 0.059% hits; in the data active means inhibition above about 34%;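 further: 0% = enzyme with vehicle and 100% = wells lacking enzyme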
RTF Ca sens inh = cardiac RTF calcium desensitization; P19429+P45379; AID 493244; 340,000 compounds, 0.12% hits; inhibition, % at 7.15 µM; IANBD-labeled cardiac RTF, Ca2+ fluorescence;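 active means inhibition above the mean inhibition of all tested compounds plus 3 SD, cut at about 17% in these data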;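 further: assay run at fixed EC70 calcium of 1.6 mM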
Arr AP2 block = blocks beta-arrestin peptide binding to AP2 adaptin | FITC-arrestin peptide / GST-AP2 beads, flow cytometry; AP2 beta2 appendage carries R879A mutation | inhibition, % at 10 µM | 340,000 compounds, 0.31% hits | AID 504490;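 active means inhibition above a set limit, near 3 SD of compounds lacking own fluorescence, cut at about 54% in these data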;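 further: plate controls were DMSO wells for no effect and 5 µM unlabelled arrestin peptide for full effect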
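System: GST-AP2 R879A glutathione beads; medium: PBS, Tween 20 0.05%, BSA 0.1%; reagent: fluorescein-tagged arrestin peptide at 50 nM final; schedule: pre-incubation 12 min, peptide binding 1 h, room temperature; detection: flow cytometry, FL1 (488/535 nm); read-out: inhibition as reduced fluorescein signal on beads, percent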
Keap1 Nrf2 FP = inhibitors of human Keap1-Nrf2 protein-protein interaction. Q14145. Keap1 Kelch-Nrf2 peptide fluorescence polarization, 1536-well. inhibition, % at 9.4 µM. 340,000 compounds, 0.15% hits. AID 504523; in the data active means inhibition above about 12%;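 further: human Keap1 Kelch domain with fluorescein labeled Nrf2 9mer peptide probe; 0% = neutral control wells and 100% = peptide positive control; higher means more block of Keap1 binding to Nrf2 peptide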
Target sequence (Q14145 whole entry, looked up, the tested form may be a part): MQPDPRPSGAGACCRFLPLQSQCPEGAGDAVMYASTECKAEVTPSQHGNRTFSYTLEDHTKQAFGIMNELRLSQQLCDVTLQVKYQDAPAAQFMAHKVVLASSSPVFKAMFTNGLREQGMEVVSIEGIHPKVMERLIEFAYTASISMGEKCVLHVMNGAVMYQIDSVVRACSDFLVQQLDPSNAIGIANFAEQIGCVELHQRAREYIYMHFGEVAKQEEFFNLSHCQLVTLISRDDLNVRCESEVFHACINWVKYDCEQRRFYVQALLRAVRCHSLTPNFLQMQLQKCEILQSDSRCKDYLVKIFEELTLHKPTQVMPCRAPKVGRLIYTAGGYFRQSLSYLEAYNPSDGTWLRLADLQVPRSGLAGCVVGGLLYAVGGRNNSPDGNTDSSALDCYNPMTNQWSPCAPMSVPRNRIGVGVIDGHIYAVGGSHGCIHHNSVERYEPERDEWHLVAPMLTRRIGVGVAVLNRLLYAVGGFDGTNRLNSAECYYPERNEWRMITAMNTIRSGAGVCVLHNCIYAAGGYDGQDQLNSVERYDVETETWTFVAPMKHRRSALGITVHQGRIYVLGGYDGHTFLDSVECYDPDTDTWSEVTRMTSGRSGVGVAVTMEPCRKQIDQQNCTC
* hit, by the source's call. The list is partial; the hit share may differ from the screen's.

How did Cc1cccc(NC(=O)CSc2nnc(-c3ccco3)n2CC2CCCO2)n1 (centres undefined) do in these assays?
V-ATPase pHluor: -1; CAL PDZ FP-1: -0.4; LANA DNA inh: 0.8; NSD2 inh: -3; CAL PDZ FP-2: 0; Pemphigus Ab inh: 94; DAGLB inh: -1; RTF Ca sens inh: 13; Arr AP2 block: 45; Keap1 Nrf2 FP: 1

Results for O=C(NC(=S)Nc1cccc(-c2ccc(CO)o2)c1)c1cccs1 ?
V-ATPase pHluor: -2; CAL PDZ FP-1: -1.1; LANA DNA inh: -2.2; NSD2 inh: 2; CAL PDZ FP-2: 1; Pemphigus Ab inh: 95; DAGLB inh: -1; RTF Ca sens inh: 10; Arr AP2 block: -7; Keap1 Nrf2 FP: 0

Results for O=C(O)CC(NS(=O)(=O)c1ccc(Br)cc1)c1ccco1 (centres undefined) ?
V-ATPase pHluor: -1; CAL PDZ FP-1: -0.5; LANA DNA inh: 0.2; NSD2 inh: 5; CAL PDZ FP-2: -1; Pemphigus Ab inh: 107; DAGLB inh: 1; RTF Ca sens inh: -4; Arr AP2 block: 10; Keap1 Nrf2 FP: 1

Results for CN(C(=O)Nc1ccccc1)C1CCCc2ccccc21 (centres undefined) ?
V-ATPase pHluor: -1; CAL PDZ FP-1: -0.8; LANA DNA inh: -0.4; NSD2 inh: -1; CAL PDZ FP-2: -2; Pemphigus Ab inh: 114; DAGLB inh: -3; RTF Ca sens inh: -7; Arr AP2 block: 1; Keap1 Nrf2 FP: -4

What do the screens show for `O=C(NCCc1cnc[nH]1)Nc1cccc(C(F)(F)F)c1`?
V-ATPase pHluor: 2; CAL PDZ FP-1: -1.2; LANA DNA inh: 0.5; NSD2 inh: 6; Pemphigus Ab inh: 108; DAGLB inh: -4; RTF Ca sens inh: -14; Arr AP2 block: -3; Keap1 Nrf2 FP: -1

How did O=C1CC(c2cccs2)Cc2nc(NCC3CCCO3)ncc21 (centres undefined) do in these assays?
V-ATPase pHluor: 2; CAL PDZ FP-1: -0.9; LANA DNA inh: 0.1; NSD2 inh: 2; CAL PDZ FP-2: -7; Pemphigus Ab inh: 101; DAGLB inh: -2; RTF Ca sens inh: -6; Arr AP2 block: 17; Keap1 Nrf2 FP: -3

What do the screens show for `COc1c(-c2ccccc2)oc2c(ccc3occc32)c1=O`?
V-ATPase pHluor: -1; CAL PDZ FP-1: -1.9; LANA DNA inh: 0.2; NSD2 inh: -1; CAL PDZ FP-2: -1; Pemphigus Ab inh: 106; DAGLB inh: -8; RTF Ca sens inh: -3; Arr AP2 block: -4; Keap1 Nrf2 FP: 3

Results for Cc1ccc(-c2nnc(CN3CCCCC3C)o2)cc1 (centres undefined) ?
V-ATPase pHluor: -1; CAL PDZ FP-1: -1.8; LANA DNA inh: 7.8; NSD2 inh: 1; CAL PDZ FP-2: 0; Pemphigus Ab inh: 103; DAGLB inh: -5; RTF Ca sens inh: -3; Arr AP2 block: -7; Keap1 Nrf2 FP: -2

How did CC(Oc1ccccc1)C(=O)Nc1ccc(S(=O)(=O)N2CCN(C)CC2)cc1 (centres undefined) do in these assays?
V-ATPase pHluor: -4; CAL PDZ FP-1: -2.5; LANA DNA inh: 1.1; NSD2 inh: -2; CAL PDZ FP-2: -7; Pemphigus Ab inh: 98; DAGLB inh: -1; RTF Ca sens inh: 6; Arr AP2 block: 17; Keap1 Nrf2 FP: 1

Results for Cc1cc(-c2ccc(Cl)cc2)c(C#N)c(N)n1 ?
V-ATPase pHluor: 5; CAL PDZ FP-1: -0.1; LANA DNA inh: 0.1; CAL PDZ FP-2: -2; Pemphigus Ab inh: 99; DAGLB inh: 2; RTF Ca sens inh: -1; Arr AP2 block: 29; Keap1 Nrf2 FP: -2

Continued, starting with the last three of the part before.
Results for Cc1ccc(-c2nnc(CN3CCCCC3C)o2)cc1 (centres undefined) ?
V-ATPase pHluor: -1; CAL PDZ FP-1: -1.8; LANA DNA inh: 7.8; NSD2 inh: 1; CAL PDZ FP-2: 0; Pemphigus Ab inh: 103; DAGLB inh: -5; RTF Ca sens inh: -3; Arr AP2 block: -7; Keap1 Nrf2 FP: -2

How did CC(Oc1ccccc1)C(=O)Nc1ccc(S(=O)(=O)N2CCN(C)CC2)cc1 (centres undefined) do in these assays?
V-ATPase pHluor: -4; CAL PDZ FP-1: -2.5; LANA DNA inh: 1.1; NSD2 inh: -2; CAL PDZ FP-2: -7; Pemphigus Ab inh: 98; DAGLB inh: -1; RTF Ca sens inh: 6; Arr AP2 block: 17; Keap1 Nrf2 FP: 1

Results for Cc1cc(-c2ccc(Cl)cc2)c(C#N)c(N)n1 ?
V-ATPase pHluor: 5; CAL PDZ FP-1: -0.1; LANA DNA inh: 0.1; CAL PDZ FP-2: -2; Pemphigus Ab inh: 99; DAGLB inh: 2; RTF Ca sens inh: -1; Arr AP2 block: 29; Keap1 Nrf2 FP: -2

What do the screens show for `Cc1ccc(CCNC(=O)c2cc(S(=O)(=O)N3CCOCC3)cn2C)cc1`?
V-ATPase pHluor: -1; CAL PDZ FP-1: 0.3; LANA DNA inh: 1.6; Pemphigus Ab inh: 103; DAGLB inh: 1; RTF Ca sens inh: -1; Arr AP2 block: 6; Keap1 Nrf2 FP: -2

What do the screens show for `O=C(CCC(=O)Nc1ccccc1Cl)N/N=C/c1ccccc1`?
V-ATPase pHluor: 9; CAL PDZ FP-1: -0.6; LANA DNA inh: 3.0; NSD2 inh: 0; CAL PDZ FP-2: -3; Pemphigus Ab inh: 78; DAGLB inh: -2; RTF Ca sens inh: 6; Arr AP2 block: -5; Keap1 Nrf2 FP: 7

Results for CCc1nc2oc3cc(OC)ccc3c(=O)c2c(=O)n1-c1ccccc1 ?
V-ATPase pHluor: 0; CAL PDZ FP-1: -1.4; LANA DNA inh: -1.7; NSD2 inh: -2; CAL PDZ FP-2: -3; Pemphigus Ab inh: 88; DAGLB inh: 2; RTF Ca sens inh: 5; Arr AP2 block: 3; Keap1 Nrf2 FP: 0

Results for COC(=O)c1c(NC(=O)c2ccco2)sc(C(=O)N2CCCC2)c1C ?
V-ATPase pHluor: 0; CAL PDZ FP-1: -1.7; LANA DNA inh: -1.0; NSD2 inh: -2; CAL PDZ FP-2: -4; Pemphigus Ab inh: 103; DAGLB inh: -1; RTF Ca sens inh: -2; Arr AP2 block: 3; Keap1 Nrf2 FP: 2

Results for Cc1ccc(NC(=O)NNC(=O)C2CC(c3cccs3)=NO2)cc1 (centres undefined) ?
V-ATPase pHluor: -3; CAL PDZ FP-1: -0.3; LANA DNA inh: -1.3; NSD2 inh: 0; CAL PDZ FP-2: -1; Pemphigus Ab inh: 96; DAGLB inh: -1; RTF Ca sens inh: -5; Arr AP2 block: -2; Keap1 Nrf2 FP: 2

What do the screens show for `CCCCn1c(N)c(N(CC(C)C)C(=O)c2ccc(S(=O)(=O)N3CCCCCC3)cc2)c(=O)[nH]c1=O`?
V-ATPase pHluor: 9; CAL PDZ FP-1: -0.1; LANA DNA inh: -2.2; NSD2 inh: -1; CAL PDZ FP-2: 25; Pemphigus Ab inh: 123; DAGLB inh: 0; RTF Ca sens inh: -6; Arr AP2 block: -18; Keap1 Nrf2 FP: -7

What do the screens show for `Cn1cnnc1SCC(=O)NCCc1ccccc1`?
V-ATPase pHluor: 7; CAL PDZ FP-1: 0.4; LANA DNA inh: 1.2; NSD2 inh: -1; Pemphigus Ab inh: 108; DAGLB inh: 2; RTF Ca sens inh: 1; Arr AP2 block: -7; Keap1 Nrf2 FP: -2

Results for COc1nc(C#N)c(N2CCOCC2)o1 ?
V-ATPase pHluor: -3; CAL PDZ FP-1: 0.1; LANA DNA inh: 0.4; NSD2 inh: 1; CAL PDZ FP-2: -2; Pemphigus Ab inh: 102; DAGLB inh: 1; RTF Ca sens inh: -9; Arr AP2 block: 9; Keap1 Nrf2 FP: 0

How did COCCCNC(=S)NNC(=O)c1csc(C)n1 do in these assays?
V-ATPase pHluor: 5; CAL PDZ FP-1: -0.6; LANA DNA inh: -0.6; NSD2 inh: -3; CAL PDZ FP-2: -1; Pemphigus Ab inh: 99; DAGLB inh: -4; RTF Ca sens inh: 1; Arr AP2 block: 5; Keap1 Nrf2 FP: -4

What do the screens show for `CCCCNC(=O)[C@H]1N2C(=O)c3c(ccc(OC)c3OC)C2SC1(C)C` (some centres undefined)?
V-ATPase pHluor: 1; CAL PDZ FP-1: -0.1; LANA DNA inh: 1.8; NSD2 inh: -4; CAL PDZ FP-2: -3; Pemphigus Ab inh: 98; DAGLB inh: 0; RTF Ca sens inh: -3; Arr AP2 block: 2; Keap1 Nrf2 FP: -3

What do the screens show for `Nc1ncnc2c1ncn2C1OC(CO)C(O)C1N` (centres undefined)?
V-ATPase pHluor: -2; CAL PDZ FP-1: 0.2; LANA DNA inh: 0.9; CAL PDZ FP-2: -3; Pemphigus Ab inh: 100; DAGLB inh: 1; RTF Ca sens inh: 2; Arr AP2 block: -3; Keap1 Nrf2 FP: 3

Results for CCOCCc1nn2c(=O)cc(CSCC(=O)Nc3cccc(C)c3C)nc2s1 ?
V-ATPase pHluor: 4; CAL PDZ FP-1: -2.6; LANA DNA inh: 1.4; NSD2 inh: -1; CAL PDZ FP-2: -2; Pemphigus Ab inh: 93; DAGLB inh: -1; RTF Ca sens inh: -3; Arr AP2 block: 0; Keap1 Nrf2 FP: -1

How did Cc1cccc(-n2nnc(C(=O)N3CCc4ccccc4C3)c2N)c1 do in these assays?
V-ATPase pHluor: 3; CAL PDZ FP-1: -1.2; LANA DNA inh: 0.0; NSD2 inh: -1; CAL PDZ FP-2: -3; Pemphigus Ab inh: 107; DAGLB inh: -1; RTF Ca sens inh: 0; Arr AP2 block: 0; Keap1 Nrf2 FP: -2

Results for CCCS(=O)(=O)N1CCN(CC2CC=CCC2)CC1 (centres undefined) ?
V-ATPase pHluor: 0; CAL PDZ FP-1: 0.3; LANA DNA inh: 1.1; NSD2 inh: 4; CAL PDZ FP-2: 7; Pemphigus Ab inh: 106; DAGLB inh: -2; RTF Ca sens inh: 8; Arr AP2 block: 20; Keap1 Nrf2 FP: 1
